Assay outcomes as filed in PubChem.
E-sel TNF inh: E-selectin induction blockers in HUVEC – imaging, immunofluorescence, high content, primary screen; HUVEC TNFa-induced E-selectin immunofluorescence; inhibition, % at 2 µM; 0.71% of 120,000 active; AID 1246, 2008;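 active = inhibition above the batch mean plus 3 SD, and confirmed as a hit on visual image review, cut at about 43% in these data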;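 also: 0% = TNF-stimulated DMSO wells and 100% = unstimulated control wells; not every result past the cut was called active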
NPY Y2 blocker: NPY-Y2 receptor antagonists, primary screen, cell-based. inhibition, % at 2.7 µM. NPY-Y2 expressing cells, antagonist mode. AID 793, 2007. Neuropeptide Y receptor type 2 (Homo sapiens), P49146. 0.99% of 140,000 active; in the data active = inhibition above about 17%;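 also: 0% = vehicle with agonist challenge and 100% = reference antagonist with challenge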
Target sequence (P49146 whole entry, looked up): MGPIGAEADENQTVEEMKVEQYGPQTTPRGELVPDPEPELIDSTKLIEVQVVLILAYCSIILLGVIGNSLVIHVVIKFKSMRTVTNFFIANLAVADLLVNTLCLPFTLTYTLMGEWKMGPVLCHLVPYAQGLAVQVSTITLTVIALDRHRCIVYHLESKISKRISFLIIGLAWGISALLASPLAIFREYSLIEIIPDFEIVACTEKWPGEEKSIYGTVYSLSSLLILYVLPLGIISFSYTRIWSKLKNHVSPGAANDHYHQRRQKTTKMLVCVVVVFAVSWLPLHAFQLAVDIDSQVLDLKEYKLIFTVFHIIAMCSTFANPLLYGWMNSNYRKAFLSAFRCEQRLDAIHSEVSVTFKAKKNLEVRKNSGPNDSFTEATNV
bCat KO growth: primary screen for growth suppressors in beta-catenin knockout HCT116 cells (colon tumor, human) | 1.5% of 140,000 active | viability, % at 10 µM | HCT116 beta-catenin knockout viability, CellTiter-Glo, 60 h; stronger effect = lower value | AID 818, 2007;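 active = viability at or under a set limit, the compound median less 4 SD, cut at about 6% in these data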;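 also: 0% = Hyamine 1622 control at 20 µM and 100% = untreated cell control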
BB579 growth dn: growth inhibitors of yeast BB579 in restrictive medium, primary screen, yeast lifespan-shortening project, S. cerevisiae; inhibition, % at 10 µM; OD615, 48 h; AID 804, 2007; 0.51% of 140,000 active;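 active = inhibition above a set limit, 3 SD over the mean compound inhibition, cut at about 44% in these data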; also: inactives centre near -24
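Material: Saccharomyces cerevisiae DeaD strain BB579, replicative lifespan model yeast; buffer or medium: CSMM-D restrictive synthetic medium containing dextrose (glucose); compound: 10 µM single dose, DMSO 0.25%; timing: 48 h compound exposure at 30 °C after 4 h preincubation; signal: turbidity as optical density at 615 nm; benchmarks: positive control amphotericin B 10 µg/mL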
MRP-1 activ: H69AR viability gain despite doxorubicin, primary screen, MRP-1 activator project, H69AR cells, CellTiter-Glo; viability rescue; viability increase, % at 10 µM; 0.61% of 140,000 active; AID 799, 2007;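 active = viability gain under doxorubicin at or above a set limit, the compound median plus 3 SD, cut at about 4.7% in these data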;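 also: MRP-1 overexpressing cells given doxorubicin 25 µM after compound pretreatment; 18-22 h compound pretreatment then 72 h with doxorubicin before readout; 0% = doxorubicin-only wells and 100% = vehicle-treated cells without doxorubicin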
Yeast lifespan up: compounds extending yeast replicative lifespan, primary screen, S. cerevisiae, OD615 | S. cerevisiae growth with nicotinamide; deaD strain in restrictive glucose medium | 0.68% of 130,000 active | inhibition of the nicotinamide effect, % at 10 µM;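 active = inhibition above a set limit, placed 3 SD over the median of all compounds, cut at about 26% in these data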;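 also: 0% = nicotinamide-treated wells and 100% = cells grown without nicotinamide; some compounds called inactive have numbers as strong as hits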
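Test system: DeaD-strain S. cerevisiae / Buffer or medium: restrictive glucose medium / Also added: nicotinamide 1.5 mM / Doses: one concentration, 10 µM, DMSO 0.25% / Schedule: 48 h at 30 °C / Signal: OD615 measurement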
HCT116 PTEN-null: growth suppression of PTEN-null HCT116, primary screen, cell-based, CellTiter-Glo; HCT116 PTEN-null viability, 60 h; stronger effect = lower value; viability, % at 10 µM; 1.2% of 140,000 active;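 active = viability at or below a set limit, 4 SD under the median of all tested compounds, cut at about 3.7% in these data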;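 also: PTEN knockout HCT116 line with beta catenin targeted HCT116 as companion control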
Measles CPE: compounds protecting cells from measles virus cytopathic effect, primary screen, measles RdRp inhibitor project, single point, MLSMR library, absorbance; Measles virus-infected cells, CPE protection; protection (pct of control), % at 4 µM; 1.5% of 140,000 active; in the data active = protection mostly above about 24%, no sharp cut-off; inactive = mostly below about 26%; also: some compounds called inactive have numbers as strong as hits
Phagocytosis inh: inhibitors of macrophage phagocytosis, primary screen, imaging, J774A.1 cells, IgG beads | AID 1029, 2008 | 0.07% of 110,000 active | J774A.1 macrophage IgG-bead phagocytosis | inhibition, % at 5 µM;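 active = inhibition above the mean of the plate negative controls plus 5 SD, cut at about 13% in these data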;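 also: phagocytic index as fraction of beads internalized from green versus red external bead signal; plate controls were DMSO negative control for no effect and cytochalasin-D positive control for full effect; some results beyond the cut were filed as inactive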
GALR2 antag: GALR2 antagonists in receptor-expressing cells, primary screen; Galanin receptor type 2 (Homo sapiens), O43603; antagonist mode; inhibition, % at 4 µM; 0.39% of 140,000 active; AID 828, 2007; in the data active = inhibition above about 27%;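 also: cells stimulated with galanin 1-16 at roughly its EC80; 0% = agonist challenge control and 100% = basal control without agonist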
Target sequence (O43603 whole entry, looked up): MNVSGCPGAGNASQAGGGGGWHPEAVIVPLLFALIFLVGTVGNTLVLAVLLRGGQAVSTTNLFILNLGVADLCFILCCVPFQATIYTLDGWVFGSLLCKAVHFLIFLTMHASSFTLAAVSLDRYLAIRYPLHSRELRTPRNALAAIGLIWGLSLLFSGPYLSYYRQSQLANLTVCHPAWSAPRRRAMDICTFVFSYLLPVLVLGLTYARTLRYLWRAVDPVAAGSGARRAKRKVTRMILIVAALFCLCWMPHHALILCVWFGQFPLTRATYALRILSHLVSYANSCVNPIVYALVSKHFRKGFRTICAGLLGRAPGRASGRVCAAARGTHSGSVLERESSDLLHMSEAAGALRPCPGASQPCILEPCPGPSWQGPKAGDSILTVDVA
Numbers without * were called inactive; · = no result given.

Every second line gives: E-sel TNF inh | NPY Y2 blocker | bCat KO growth | BB579 growth dn | MRP-1 activ | Yeast lifespan up | HCT116 PTEN-null | Measles CPE | Phagocytosis inh | GALR2 antag
CN(CCc1ccccn1)c1ncnc2[nH]ncc12
    -14 | 2 | 102 | -23 | -1.8 | -9 | 92 | 7 | 0 | -2
COc1ccc(CN(C)CC(=O)Nc2cc(OC)c([N+](=O)[O-])cc2C)c(OC)c1
    · | 2 | 67 | 1 | -1.8 | -1 | 72 | 16 | · | 6
CC1CCN(c2ncnc3ccccc23)CC1
    -5 | 3 | 72 | -14 | -3.6 | · | 75 | 17 | · | 10
CC(C)(C)OC(=O)NCC(=O)NCC(=O)OCc1ccccc1
    · | 4 | 96 | 27 | 1.5 | -3 | 103 | 17 | -1 | -1
Cc1ccccc1OCC(=O)O/N=C(\N)Cc1ccc(Cl)cc1
    21 | 8 | 81 | -28 | 1.3 | -10 | 98 | 18 | 0 | -4
CCC(C)N(C(=O)C(F)(F)F)C(C(=O)NC1CCCCC1)c1ccncc1 (centres undefined)
    1 | 3 | 108 | -25 | -1.4 | · | 89 | 4 | · | 2
CCSc1nc2c(sc3nc(C)cc(C)c32)c(=O)[nH]1
    -23 | 3 | 107 | -80 | -0.3 | -13 | 116 | 7 | 0 | 11
CCOC(=O)C1=C(NC#N)OC(C)=C(C)C1c1ccc(O)cc1 (centres undefined)
    9 | 3 | 98 | -46 | -0.9 | -4 | 100 | 21 | 1 | -2
Cc1cc(C)n2nc(C(=O)NCc3ccccc3)nc2n1
    -4 | 1 | 94 | 5 | 0.4 | -9 | 106 | 6 | 0 | 6
CCOc1ccccc1NC(=O)C(CC(C)C)NC(=O)C1CCC(C)CC1 (centres undefined)
    -23 | 5 | 91 | -84 | 0.2 | -2 | 98 | 8 | 0 | -5
Cc1cc(C)nc(SCc2nnc(SCC(=O)Nc3c(C)cccc3C)o2)n1
    -26 | 1 | 95 | -21 | -0.6 | · | 89 | 3 | · | -4
COC(=O)c1c(N)sc(C(=O)N2CCOCC2)c1C
    -25 | -2 | 101 | -58 | 0.5 | 2 | 107 | 4 | -2 | 4
Cc1ccc(-c2nc(C)sc2CC(=O)NCc2ccco2)cc1
    -25 | 1 | 80 | -62 | -0.7 | -5 | 83 | 8 | -1 | -16
CCn1c(=O)c(=O)[nH]c2cc(C(=O)NCC3CCCCC3)ccc21
    -24 | 2 | 105 | -16 | -2.2 | -1 | 102 | 17 | -7 | 4
Cn1cccc1/C=C1\CCC/C(=C\c2cccn2C)C1=O
    -10 | -1 | 64 | -10 | -1.6 | -14 | 67 | 4 | -1 | 0
CCOc1ccc(CNc2ccc(N3CCOCC3)c(C(=O)O)c2)cc1
    6 | -1 | 88 | -50 | -0.9 | -4 | 95 | 3 | 0 | 2
Brc1ccc(/C=N/N2CCN(C3c4ccccc4-c4ccccc43)CC2)s1
    -2 | 4 | 87 | -89 | -0.6 | -17 | 90 | 15 | 0 | 6
CCC(C)NC(=O)c1cc(CC(C)C)on1 (centres undefined)
    · | 5 | 88 | 2 | -0.9 | 0 | 98 | 54* | 0 | 2
c1ccc(C2Nc3ccccc3-c3nc4ccccc4n32)nc1 (centres undefined)
    -3 | 3 | 86 | 2 | -1.5 | -8 | 88 | 35 | · | -7
O=C(CSc1ccc(-c2cccs2)nn1)N1CCCCCC1
    -4 | 2 | 83 | -9 | -0.6 | 1 | 91 | 14 | 0 | -7
CCn1ncc(C2=NOC(C(=O)Nc3ccc4c(c3)OCO4)C2)c1C (centres undefined)
    · | 2 | 90 | 2 | -0.1 | -10 | 89 | 6 | 3 | 6
Cc1cc([N+](=O)[O-])cc2c1NCC1CC=CC21 (centres undefined)
    28 | 2 | 99 | -27 | -2.4 | -6 | 94 | 1 | -5 | 4
CCOC(=O)N1CCC2(CC1)C(C#N)=C(N)Oc1c2sc2nc(C)cc(C)c12
    -6 | -1 | 95 | -51 | -2.0 | 30 | 88 | 1 | -2 | -3
CCn1c(SCC(O)c2ccccc2)nnc1-c1ccccc1 (centres undefined)
    · | 2 | 101 | -50 | -2.1 | 3 | 87 | 4 | -11 | -15
Cc1nnsc1C(=O)Nc1ccccc1
    · | 6 | 91 | -20 | -0.6 | 1 | 100 | 9 | -2 | -9
CCc1ccc(NC(=O)CSc2n[nH]c(C)c2[N+](=O)[O-])cc1
    -6 | 0 | 91 | -27 | -1.3 | -3 | 97 | 6 | -2 | 5
Cc1ccc(C)c(OCC(O)CN2CCN(CCN3C(=O)c4cccc5cccc(c45)C3=O)CC2)c1 (centres undefined)
    1 | 4 | 1.1* | -50 | -4.7 | 6 | 1.2* | 4 | -2 | -5
Cc1nc(NC(=O)c2ccc(Br)s2)sc1C(=O)N(C)C
    -9 | 2 | 103 | -40 | 2.4 | -7 | 99 | 1 | 0 | -1
COc1cc(C(=O)NNC(=O)c2ccc(S(=O)(=O)N3CCCCC3)cc2)cc(OC)c1OC
    21 | 1 | 98 | -14 | -3.4 | -1 | 94 | 28 | -4 | 10
COc1ccc(N2CCN(C(=O)c3ccc(Oc4ccc(C(F)(F)F)cn4)cc3)CC2)cc1
    24 | 1 | 79 | -56 | -1.6 | -4 | 74 | 13 | · | 1

Carrying on:
canonical_smiles	E-sel TNF inh	NPY Y2 blocker	bCat KO growth	BB579 growth dn	MRP-1 activ	Yeast lifespan up	HCT116 PTEN-null	Measles CPE	Phagocytosis inh	GALR2 antag
O=C(NC(Cc1ccccc1)C(=O)O)c1ccc(S(=O)(=O)N2CCOCC2)cc1 (centres undefined)	22	4	104	-14	-0.8	-11	96	19	7	6
O=C(NCc1cccnc1)c1noc2c1CCCC2	-5	0	105	3	0.0	-3	110	11	0	2
CCCCNc1c2c(nc3c(-c4ccccc4)c(C)nn13)CCC2	13	-1	85	-33	-2.7	-5	87	8	0	8
CCC(C)(C)NC(=O)c1cc([N+](=O)[O-])ccc1N1CCOCC1	·	0	96	-35	-2.2	-1	90	24	2	-8
COC(=O)c1ccccc1OCCOCCOc1cccc2cccnc12	·	4	88	-12	-1.4	-1	72	7	3	-11
Cc1ccccc1NC(=O)Nc1cc(S(N)(=O)=O)ccc1C	1	0	102	-6	-1.8	6	94	1	0	-10
COCCCNC(=O)Cn1nnc(-c2ccc(NC(=O)c3ccc(F)cc3)cc2)n1	·	2	94	-29	-0.9	6	91	25	-2	17
Cc1nc2cc(S(=O)(=O)C(F)(F)F)ccc2s1	·	0	98	1	-1.4	·	93	16	0	16
CCc1nc(N[C@H](C(=O)O)C(C)CC)c2oc3ccccc3c2n1 (some centres undefined)	-25	16	86	-47	-2.3	-7	93	16	·	2
COc1ccc(NC(=O)CN(c2ccc([N+](=O)[O-])cc2)S(=O)(=O)c2ccccc2)c(OC)c1	9	0	71	-1	-1.6	0	78	14	-14	1
CCc1sc(C(=O)Nc2ccc(F)cc2C)cc1C	·	3	84	-1	-0.6	-2	89	9	-9	-19
CCCc1nc(SCC(N)=O)[nH]c(=O)c1CC	·	16	92	-13	-3.5	3	90	24	0	9
Cc1ccc(Nc2nnc(SCC(=O)NCCN3C(=O)CSC3=O)s2)cc1	0	1	91	14	-1.7	-7	91	37	-14	-4
COc1ccccc1NC(=O)[C@H](COCc1ccccc1)NC(=O)OC(C)(C)C	-14	7	81	-42	-1.9	-13	80	5	1	4
Cc1cccc(CSC2=NN3CCCC(=O)N=C3S2)c1	-31	0	94	-38	-1.8	-1	95	3	·	-3
COc1ccc(OC)c(NC(=O)CSc2nnc(N)s2)c1	-4	2	102	-45	-2.2	-5	100	18	3	-4
Cc1cc(C(=O)c2ccc(Cl)cc2)c(NC(=O)CCl)s1	·	2	4.2*	-36	-5.3	-1	1.8*	8	0	12
C=CCN=c1scc(-c2ccc(F)cc2)n1/N=C/c1ccccn1	-17	6	59	-45	-1.5	-6	55	26	5	-2

Profiles from above. Screens in order: E-sel TNF inh	NPY Y2 blocker	bCat KO growth	BB579 growth dn	MRP-1 activ	Yeast lifespan up	HCT116 PTEN-null	Measles CPE	Phagocytosis inh	GALR2 antag
Listed for `COc1ccc(NC(=O)CN(c2ccc([N+](=O)[O-])cc2)S(=O)(=O)c2ccccc2)c(OC)c1` → 9	0	71	-1	-1.6	0	78	14	-14	1
Listed for `COCCCNC(=O)Cn1nnc(-c2ccc(NC(=O)c3ccc(F)cc3)cc2)n1` → ·	2	94	-29	-0.9	6	91	25	-2	17
Listed for `CCc1sc(C(=O)Nc2ccc(F)cc2C)cc1C` → ·	3	84	-1	-0.6	-2	89	9	-9	-19
Listed for `O=C(NC(Cc1ccccc1)C(=O)O)c1ccc(S(=O)(=O)N2CCOCC2)cc1` (centres undefined) → 22	4	104	-14	-0.8	-11	96	19	7	6
Listed for `COc1ccccc1NC(=O)[C@H](COCc1ccccc1)NC(=O)OC(C)(C)C` → -14	7	81	-42	-1.9	-13	80	5	1	4
